Source: PubChem BioAssay
TDP1 block: blocks human tyrosyl-DNA phosphodiesterase 1; Q9NUW8; recombinant TDP1, AlphaScreen DNA substrate cleavage; Potency, µM (highest dose often 130 µM), inactives show top-dose activity change, negative = inhibition, most hits filed as inhibitors; actives 0.28% (n = 350,000); also: nearly all actives have a fitted effect of over 40% in size
Target sequence (Q9NUW8 whole entry, looked up): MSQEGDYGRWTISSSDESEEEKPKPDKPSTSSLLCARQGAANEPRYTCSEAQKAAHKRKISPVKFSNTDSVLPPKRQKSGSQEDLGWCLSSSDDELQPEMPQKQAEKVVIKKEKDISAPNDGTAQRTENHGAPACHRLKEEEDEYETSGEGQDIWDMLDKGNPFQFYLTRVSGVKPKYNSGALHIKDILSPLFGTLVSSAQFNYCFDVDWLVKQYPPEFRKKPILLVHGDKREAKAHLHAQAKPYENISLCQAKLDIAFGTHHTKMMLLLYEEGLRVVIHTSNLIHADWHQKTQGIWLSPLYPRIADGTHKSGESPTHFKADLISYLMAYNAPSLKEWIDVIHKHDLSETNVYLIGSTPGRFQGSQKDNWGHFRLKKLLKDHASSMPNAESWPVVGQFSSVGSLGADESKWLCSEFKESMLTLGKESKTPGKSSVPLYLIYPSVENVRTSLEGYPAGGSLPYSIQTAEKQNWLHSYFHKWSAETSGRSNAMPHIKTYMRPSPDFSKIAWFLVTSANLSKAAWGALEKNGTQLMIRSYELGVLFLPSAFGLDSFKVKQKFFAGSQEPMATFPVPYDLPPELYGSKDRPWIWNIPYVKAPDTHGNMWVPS
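Here, a 5' biotin and 3' phosphotyrosine-FITC DNA oligonucleotide reports Tdp1 activity: intact substrate bridges AlphaScreen beads, while cleavage leaves a 3' phosphate and drops signal. All incubations at room temperature.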
TDP1 cell noCPT: qHTS for Inhibitors of human tyrosyl-DNA phosphodiesterase 1 (TDP1): qHTS in cells in absence of CPT. DT40 Tdp1-/- hTDP1 cells, no CPT, ATP luminescence, 48 h. Potency, µM (titrated, usually from 46.2 µM), for inactives: top-dose activity change, negative = growth inhibition, usual class: inhibitors. actives 15% (n = 420,000); also: nearly all actives have a fitted effect of over 55% in size
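Cells were dispensed at 400 per well, compounds added by pin tool, plates incubated ≥48 hr at 37 °C, then CellTiter-Glo added for 30 min at room temperature before luminescence reading. Line: DT40 Tdp1-/- complemented with hTDP1; camptothecin omitted.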
DT40 TDP1 CPT: DT40-hTDP1 cell growth loss with CPT; Potency, µM (highest dose often 46.2 µM), inactives show at the top dose activity change, negative = growth inhibition, usual class: inhibitors; chicken DT40 Tdp1-/-;hTDP1 cells + 20 nM CPT, ATP luminescence, 48 h; AID 686979; actives 12% (n = 420,000); also: nearly all actives have a fitted effect of over 55% in size
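Chicken DT40 Tdp1-/- cells stably complemented with human TDP1 were seeded at 400 cells/well in medium containing 20 nM camptothecin, exposed to pin-transferred compounds, and grown at 37 °C for at least 48 hr. Viability was read as ATP luminescence.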
Numbers without * were called inactive; u = inconclusive; x = not tested or not shown; [ ] = another dose, or the depositor's remark. Calls follow the shape of the dose curve; as a rule, active = well fitted curve in the direction sought with a large enough effect; inconclusive = small, poorly fitted or top-dose-only effect, or another doubt; inactive = no such curve, though single readings can be large; an effect the other way counts as inactive or inconclusive. % is scaled to controls: 0 for no effect and ±100 for the full control effect; potency is read from the fitted curve at half-maximal effect.

SMILES	TDP1 block	TDP1 cell noCPT	DT40 TDP1 CPT
CCn1nc(C)cc1C(=O)N1CCC2(CC1)c1ccccc1[C@@H](NC(=O)c1cccnc1)[C@@H]2O	x	-7.6%	0.3%[9.04 µM]
COc1ccc(/C=C(\NC(=O)c2ccc([N+](=O)[O-])cc2)C(=O)N2CCOCC2)cc1	-2.6%	-12.2%	-3.6%
Nc1nc2c(ncn2C2OC(CO)CC2O)c(=O)[nH]1 (centres undefined)	-1.4%[56.1 µM]	1.46µM*	0.92µM*
COc1ccc(CC(=O)OC(C)C(=O)Nc2c(C)n(C)n(-c3ccccc3)c2=O)cc1OC (centres undefined)	0.7%	12.1%	-2.1%
CC(=O)N1CCC2(CC1)CN(c1ccncc1)C2	x	-7.6%	2.1%
O=C(COc1ncnc2scc(-c3ccc(Cl)cc3)c12)NCc1ccco1	-0.9%	u	-21.5%
CC1(C)CC(=O)C2=C(C1)c1c(ccc3ccccc13)NC2c1ccco1 (centres undefined)	-13.9%	u	u
CC(SC1CCCC1)C(=O)Nc1ccnn1C(C)C (centres undefined)	2.0%	-13.8%	-0.8%
CCCCCOc1ccc(NC(=O)CSc2cccc3cccnc23)cc1	-5.5%	u	u
COc1ccc(CNC(=O)c2ccc3nc(CCc4ccccc4)oc3c2)cc1OC	4.1%	16.4µM*	18.4µM*
CCCCCC(=O)Nc1ccc(Cl)cn1	2.0%	0.0%	6.5%
CCn1ncc(/C=N/NS(=O)(=O)c2ccc(Cl)cc2)c1C	4.4%	-7.1%	-4.4%
COCCSc1nnc(-c2cccc(C#N)c2)n1C	4.8%	4.2%	0.9%
O=C(CCC(=O)N1CCOCC1)NCCc1ccccc1	-0.1%	-4.3%	-11.2%
COC(=O)c1ccc(NC(=O)CSc2nc(N)c(NC(=O)c3ccc(Br)o3)c(=O)[nH]2)cc1	x	3.1%	1.8%
COc1ccc(-c2nc3cnc(N4CCNCC4)nc3n(-c3ccccc3)c2=O)cc1	x	14.6µM*	20.6µM*
Cc1ccc2c(C)c(C(=O)N3CCN(c4cnccn4)CC3)oc2c1C	8.0%	18.4µM*	u
COc1cccc(-c2nnc(SCC(=O)N3CC(C)CC(C)C3)o2)c1 (centres undefined)	2.9%	20.6µM*	u
COc1ccc(CN2C(=O)C(CC(=O)NCCCN(C)C)CC(C(=O)N(C(C)C)C(C)C)=C2C)cc1 (centres undefined)	x	-4.0%	-13.6%
COc1ccccc1-c1oc2ccccc2c(=O)c1OC	-9.4%[56.1 µM]	u	6.68µM*
Cc1nc(SC(C)C(=O)c2c(N)n(C)c(=O)n(C)c2=O)c2c(C)c(C)sc2n1 (centres undefined)	x	u	u
Cc1oc(-c2cccc(Cl)c2)nc1CN1CCC(C(=O)NCC2CCCO2)CC1 (centres undefined)	4.0%	-0.9%	-13.8%
Cc1cc(NC(=O)CS(=O)(=O)c2c[nH]c3ccccc23)no1	-3.8%	11.4%	-17.5%
CCC(=O)Nc1nnc(S(=O)(=O)N(C)Cc2ccc(Cl)cc2)s1	8.5%	-9.8%	3.3%
CCOn1c(=O)c(-c2cccc([N+](=O)[O-])c2)[n+]([O-])c2ccccc21	5.3%	-2.2%	0.6%
O=c1[nH]c(S)nc2sc3c(c12)CCCC3	1.8%	7.3%	-11.1%
CSc1nnc(NC(=O)c2ccc(S(=O)(=O)N3CCOCC3)cc2)s1	3.9%	15.4%	-2.0%
CCOc1nc(-c2ccccc2)ccc1-c1noc(-c2ccc(C)cc2)n1	-1.1%	-3.0%	8.1%
CC(=O)c1ccccc1NC(=O)COc1ccc(N(C)S(=O)(=O)c2ccc(C)c(C)c2)cc1	0.4%	11.6µM*	20.6µM*
Cc1cccc(C)c1NC(=O)c1nc(S(C)(=O)=O)ncc1N(Cc1ccc(F)cc1)Cc1ccco1	1.6%	u	u
O=C1c2ccccc2C(=Nc2ccccc2)C1c1cccc(Br)c1 (centres undefined)	8.3%	u	10.3µM*
CCOc1ccc(N=Nc2ccc(N)cc2N)cc1	19.9%	u	u
COc1ccc(C)cc1S(=O)(=O)Nc1cccc(-c2cn3cccnc3n2)c1	3.6%	u	6.0%
CN(C(=O)c1ccccc1)C(=O)c1ccccc1	x	-3.4%	-20.3%
O=C(Nc1ccc2oc(-c3cccnc3)nc2c1)c1ccc(Br)cc1	x	-19.0%	-20.2%
Cc1cc(=O)oc2c(C)c(OCC(=O)N(C)C)ccc12	7.0%	-19.4%	-16.3%
O=C(CNC(=O)c1ccccc1)OCC(=O)N1c2ccccc2Sc2ccccc21	4.5%	-22.0%	-3.4%
COc1ccc(Nc2ccccc2C(=O)O)cc1	0.0%	1.9%	-1.5%
O=C(Nc1cnn(Cc2ccc(F)cc2)c1)c1cc(-c2cccs2)on1	6.0%	u	u
CCc1nnc(NC(=O)CCC(=O)NCCc2ccc(OC)c(OC)c2)s1	-2.8%	-2.5%	-15.2%
Cc1ccsc1C(=O)OCC(=O)NC1CCS(=O)(=O)C1 (centres undefined)	-4.9%	2.9%	1.0%
Cn1c(NCCc2ccncc2)nc2cc(-c3ccccc3)sc2c1=O	x	u	25.9µM*
CN(C(=O)C1CCN(c2ncnc3c2nc2n3CCCCC2)CC1)C1CCCCC1	1.5%	u	20.6µM*
CCC(C)(C)NC(=O)c1ccc2c(c1)N(CC(=O)NC1CCCC1)C(=O)C(C)(C)O2	x	-3.2%	5.1%
Cc1ccc(C)c(NC(=S)N2CCC(NC(=O)c3ccccc3)CC2)c1	1.6%	u	17.0%
O=C(NCCNS(=O)(=O)c1ccc(Cl)cc1)c1cc(OCC(F)(F)F)ccc1OCC(F)(F)F	0.0%	-8.6%	-13.0%
CC1=C(C(=O)OCc2ccc(C)cc2)C(c2ccccc2F)CC(=O)N1 (centres undefined)	-10.0%	u	u
Cc1oc(C)c(C(N)=O)c1C(N)=O	0.5%	0.8%	2.1%
CC(C)(C)NC(=O)C1CCCN(S(=O)(=O)c2ccc(-n3cnnn3)cc2)C1 (centres undefined)	0.7%	-11.7%	-20.0%
CSc1nc(N)nc(SCC(=O)OC(C)C)c1C#N	3.1%	-13.4%	-9.7%
CCOC(=O)c1c(C)oc2nc(C)nc(N3CCN(c4cccc(C)c4C)CC3)c12	3.2%	18.4µM*	20.6µM*
CC1CCN(C(=O)CSc2nc(N)cc(N)n2)CC1	-12.2%	8.8%	-4.0%
COC(=O)C[C@@H]1OC[C@H](Cc2ccccc2)N1S(=O)(=O)c1ccc(C)cc1	x	u	u
CN(C(=O)c1ccc(NC(=O)Cc2ccc([N+](=O)[O-])cc2)cc1)C1CC1	2.2%	u	u
COc1ccc2c(=O)c3c(=O)n(CCc4ccccc4)c(C(C)C)nc3oc2c1	4.8%	14.6µM*	25.9µM*
COc1ccc(Nc2ccc(C(F)(F)F)cc2[N+](=O)[O-])cn1	13.8%	14.2%	-2.9%
Cc1ccc(SCC(=O)NNC(=O)c2ccc(S(C)(=O)=O)cc2)cc1	x	-6.1%	4.8%
O=C1CCc2cc(S(=O)(=O)N3CCN(c4cccc(Cl)c4)CC3)ccc2N1	-3.9%	3.8%	-16.0%
O=C(c1ccc2c(c1)N(Cc1ccc(Cl)cc1)C(=O)c1ccccc1S2=O)N1CCOCC1 (centres undefined)	4.6%	u	u
O=C(Nc1cc(S(=O)(=O)N2CCOCC2)ccc1Oc1ccc(F)cc1)C1=COCCO1	-6.3%[0.505 µM]	u	-4.1%

Profiles as entered above:
CC1CCN(C(=O)CSc2nc(N)cc(N)n2)CC1 as listed: TDP1 block = -12.2%; TDP1 cell noCPT = 8.8%; DT40 TDP1 CPT = -4.0%
O=C(Nc1cc(S(=O)(=O)N2CCOCC2)ccc1Oc1ccc(F)cc1)C1=COCCO1 as listed: TDP1 block = -6.3%[0.505 µM]; TDP1 cell noCPT = u; DT40 TDP1 CPT = -4.1%

The listing continues.
SMILES	TDP1 block	TDP1 cell noCPT	DT40 TDP1 CPT
COc1ccc(C(=O)N(Cc2ccco2)Cc2ccc(C)o2)cc1	9.3%	20.6µM*	20.6µM*
Cc1onc(-c2ccccc2)c1C(=O)OCCOc1cccc(Cl)c1	x	u	u
CCOC(=O)N1CCN(Cc2ccc3c(c2)OCO3)CC1	x	-14.1%	5.4%
O=C(NCc1ccc2c(c1)OCO2)c1c(O)nc2sccn2c1=O	1.8%	u	u
Cc1cc(C(=O)CSc2n[nH]c(N)n2)c(C)n1C1CC1	5.7%	20.6µM*	u
O=C(N[C@H]1CCC(=O)N(CCSc2ccc(Br)cc2)CC1)OCc1ccccc1	0.1%	16.4µM*	14.6µM*
O=C(NCCCCNC(=O)c1ccc(Br)cc1)c1ccc(Br)cc1	x	19.1%	-4.6%
COc1ccc(-n2c(/C=C/c3cccc4ccccc34)nc3ccccc3c2=O)cc1Cl	5.2%	20.6µM*	20.6µM*
CCN(Cc1ccccc1)C(=O)c1cc(-c2ccc(OC)c(OC)c2)nc2ccccc12	4.9%	u	u
Cc1c(C(=O)N2CCN(c3ccccn3)CC2)sc2ncnc(N3CCOCC3)c12	1.1%	-18.1%	-16.1%
O=C(CSc1nnc2scc(-c3ccccc3)n12)NCC1CCCO1 (centres undefined)	0.0%	2.7%	18.9%
C[C@@H]1CN([C@H](C)CO)C(=O)CCCn2cc(nn2)CO[C@H]1CN(C)C(=O)Nc1ccc2c(c1)OCCO2	x	-22.9%	10.3%
O=C1C(=O)N(c2nccs2)C(c2ccccc2F)/C1=C(\O)c1ccc2c(c1)OCCO2 (centres undefined)	4.9%	16.4µM*	u
O=C1CCc2cc(S(=O)(=O)N3CCCCC3)cc3c2N1CCC3	x	-9.2%	16.2%
CCOC(=O)c1sc(=NC(=O)c2ccc(OC(C)C)cc2)n(C)c1C	0.0%	-7.0%	4.0%
N#C/C(=C1\CCCN1)c1nc(-c2ccccc2)cs1	1.6%	-23.2%	-22.1%
OCCNc1nc2ccccc2n1-c1ccccc1	7.0%	-13.4%	u
Cc1ccc(SCC(=O)OCC(=O)NC2CCCCCC2)cc1	-0.7%	-14.6%	-13.9%
CC1(C(=O)NS(=O)(=O)c2ccccc2C(F)(F)F)CCN1C(=O)CC1CCCC1 (centres undefined)	x	-5.8%	-12.5%
CCN(C(=O)CSc1nc2ccccc2n1Cc1ccccc1C#N)c1ccccc1	1.2%	13µM*	14.6µM*
COc1ccc(-c2sc3ccc(OC)cc3c2C#CCCO)cc1	x	u	u
COc1ccc(NC(=O)CSC2=Nc3ccccc3C3=NC(Cc4ccccc4)C(=O)N23)cc1Cl (centres undefined)	8.8%	u	20.6µM*
CC(C)(C)CC(C)(C)NC(=O)/C=C/C(=O)O	2.7%	0.7%	6.6%
O=C(COC(=O)c1ccc(F)cc1Cl)NC1CC1	x	3.8%	4.4%
O=C(c1cccs1)N(c1cccc(Cl)c1)C1C=CS(=O)(=O)C1 (centres undefined)	4.9%	-21.3%	-23.5%
CCOc1ccc(N2CC(C(=O)Nc3cc(Cl)ccc3-n3cncn3)CC2=O)cc1 (centres undefined)	x	-5.4%	-3.9%
Cc1cc(NC(=O)COC(=O)C2=COCCO2)c([N+](=O)[O-])cc1C	0.0%	-1.8%	2.0%
CCOC(=O)CCN(c1ccccc1)S(=O)(=O)c1cc(-c2cc(C)no2)ccc1C	2.6%	u	u
O=Cc1ccccc1OCCOc1ccc([N+](=O)[O-])cc1	2.5%	1.2%	u
CCCCCCc1ccc(N2C[C@H](CCCCC)[C@@H](CC(=O)NCc3ccc(OC)cc3)C2=O)cc1	x	12.6µM*	u
COc1ccc(C(=O)N/N=C2\CCc3ccccc32)cc1OC	3.5%	0.4%	-26.9%
CCN(C(=O)C1CCCN(c2ncnc3c2nc2n3CCCCC2)C1)c1cccc(C)c1 (centres undefined)	7.5%	5.8µM*	11.6µM*
Cc1cc(C)c(NC(=S)N(CCN(C)C)C(C)c2cccnc2)c(C)c1 (centres undefined)	0.0%	-3.4%	23.5%
COc1cccc(-c2ccc(SCC(=O)NCCc3ccccc3)nn2)c1	1.2%	-27.3%	-4.1%
Cc1ccc2c(c1)c1c3n2CCN=C3CCC1	0.0%	-29.4%	-25.1%
O=C(Cn1c2[n+](c3ccc(C(F)(F)F)cc31)CCCCC2)c1ccc2c(c1)OCCO2	0.0%	20.6µM*	u
Cc1ccc(S(=O)(=O)N(C)C(=O)NC(=O)NS(=O)(=O)c2ccccc2)cc1	5.8%	-12.6%	-18.0%

By substructure, the compounds so far containing a tert-butyl group (2)
SMILES	TDP1 block	TDP1 cell noCPT	DT40 TDP1 CPT
CC(C)(C)NC(=O)C1CCCN(S(=O)(=O)c2ccc(-n3cnnn3)cc2)C1 (centres undefined)	0.7%	-11.7%	-20.0%
CC(C)(C)CC(C)(C)NC(=O)/C=C/C(=O)O	2.7%	0.7%	6.6%
